# GPR35 antagonists = inhibition of zaprinast-stimulated GPR35 beta-arrestin translocation – imaging, U2OS, beta-arrestin-GFP, zaprinast agonist, primary screen (AID 2058). inhibition, % at 10 µM, or IC50 in µM where a hit was titrated. actives 0.052% (n = 290,000). U2OS GPR35 beta-arrestin-GFP translocation imaging, zaprinast antagonism; higher % means a stronger effect;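 active = inhibition of at least 50% with at least 30 cells and total cytoplasm GFP at most 10,000,000; inconclusive = under 30 cells or total GFP of 10,000,000 plus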
# AID2073 = inhibitors of Mint1-CaV2.2 protein interaction, biochemical, HTRF (AID 2073) | HTRF protein-protein interaction, Mint1-CaV2.2; higher % means a stronger effect | inhibition, % at 20 µM, or IC50 in µM where a hit was titrated | actives 0.19% (n = 290,000); in the data active = inhibition mostly above about 51%, no sharp cut-off; inconclusive = no clear call, values can overlap the other calls; inactive = mostly below about 53%; note: some results filed as inactive read as strong as hits
# SV40 large T antigen = SV40 large T antigen inhibitors, biochemical (AID 1903) | SV40 large T antigen ATPase/helicase inhibition assay; higher % means a stronger effect | actives 0.39% (n = 310,000) | inhibition, % at 20 µM; hits with a dose series show IC50 in µM; in the data active = a potency from the dose series; inconclusive = inhibition mostly from about 32% at the one dose, without a potency; inactive = the rest, 99 in 100 with inhibition below about 32%; note: strong numbers were not always called active
# GPR55 antagonists = GPR55 antagonists blocking LPI-driven arrestin recruitment, primary screen, imaging, U2OS, beta-arrestin-GFP, LPI agonist (AID 2013); U2OS GPR55 beta-arrestin-GFP translocation imaging, LPI antagonism; higher % means a stronger effect; inhibition, % at 10 µM; hits with a dose series show IC50 in µM; actives 0.13% (n = 290,000);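 active = spots per cell inhibited over 60%, with over 100 cells counted and total cytoplasm intensity under 500,000; inconclusive = wells with under 100 cells, flagged as likely toxic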;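 note: U2OS cells stably carrying GPR55 and arrestin-GFP stimulated by 5 µM LPI near EC80; imaged beta-arrestin-GFP aggregate spots per cell after agonist stimulation; plate controls were LPI-stimulated DMSO wells for no effect and DMSO wells without LPI for full effect; some results filed as inactive read as strong as hits; confirmed hits need IC50 under 10 µM and bright autofluorescent wells are also inconclusive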
# GPR55 activation = selective activators of receptor GPR55 – imaging, U2OS cells, beta-arrestin-GFP redistribution, primary screen (AID 1961); one-dose activation, % at 10 µM; EC50 in µM for titrated hits; U2OS GPR55 beta-arrestin-GFP redistribution imaging; higher % means a stronger effect; actives 0.048% (n = 290,000);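 active = activation above 40% with more than 50 cells counted in the well; inconclusive = wells holding fewer than 50 cells, flagged as toxic or sparse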;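 note: U2OS osteosarcoma cells stably expressing GPR55 and beta-arrestin-GFP; plate controls were DMSO negative control for no effect and LPI positive control for full effect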
# Rac1 GTP hydrolysis = MgcRacGAP GTPase-activating activity inhibitors, confirmation, biochemical, ADP Hunter fluorescence; actives 0.6% (n = 340,000); AID 624330; inhibition, % at 30 µM; hits with a dose series show IC50 in µM; MgcRacGAP-stimulated Rac1 GTP hydrolysis, ADP Hunter fluorescence; higher % means a stronger effect; GST-tagged Rac1 F28L mutant substrate;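 active = first-screen hits whose inhibition reached a set limit at any dose in the follow-up dose series; inconclusive = inhibition above the set first-screen limit but never retested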;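 note: fluorescence reports GDP produced by GAP-driven GTP hydrolysis; strong numbers were not always called active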
# NTR1 agonist = agonists of NTR1, primary screen, imaging, U2OS cells, beta-arrestin-GFP, high content (AID 493036). P30989. NTR1-U2OS beta-arrestin-GFP spot imaging, agonist mode. activation, % at 20 µM. actives 0.17% (n = 330,000);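 active = activation at or above 40% of the spot to cytoplasm intensity ratio, with at least 20 cells analyzed; inconclusive = wells under 20 cells, flagged as cytotoxic or low count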;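 note: 0% = DMSO without peptide and 100% = 100 nM NTR1 peptide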
# Target sequence (P30989 whole entry, looked up): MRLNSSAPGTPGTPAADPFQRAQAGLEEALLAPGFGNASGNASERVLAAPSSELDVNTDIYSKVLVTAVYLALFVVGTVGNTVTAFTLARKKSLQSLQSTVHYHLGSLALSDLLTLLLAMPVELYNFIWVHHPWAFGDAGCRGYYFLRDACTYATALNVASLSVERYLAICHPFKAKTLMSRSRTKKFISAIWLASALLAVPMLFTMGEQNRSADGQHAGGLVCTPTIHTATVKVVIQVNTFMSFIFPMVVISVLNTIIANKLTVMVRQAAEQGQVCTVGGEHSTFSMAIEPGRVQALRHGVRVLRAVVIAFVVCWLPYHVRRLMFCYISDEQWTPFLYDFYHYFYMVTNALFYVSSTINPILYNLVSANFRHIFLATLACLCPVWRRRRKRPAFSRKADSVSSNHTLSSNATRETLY
# NS5 inhibitors = flavivirus cap methylation enzyme inhibition – biochemical, confirmation dose response, primary screen (AID 588689). Dengue-2 NS5 methyltransferase capping enzyme assay, biochemical; higher % means a stronger effect. inhibition, % at 25 µM; hits with a dose series show IC50 in µM. actives 0.3% (n = 340,000); in the data active = a potency from the dose series; inconclusive = inhibition above about 29% without an active follow-up result
# Yfh1-depleted yeast = enhancers of respiration in Yfh1-depleted yeast, dose response, Friedreich's ataxia, plus single-dose screen (AID 1465); S. cerevisiae Yfh1-off respiration, WST-1 reduction, 72 h; higher fold induction means a stronger effect; fold induction at 50 µM; hits with a dose series show EC50 in µM; actives 0.074% (n = 220,000);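 active = fold induction of absorbance versus untreated yeast above a set limit, then at least 30% activation at any dose in follow-up; inconclusive = repeats straddling the limit, or above it without dose testing; inactive = fold induction below the set limit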;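 note: activators that raise dye reduction in frataxin-depleted yeast; strong numbers were not always called active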
# NTR1 agonist cell count 20 µM = recorded beside NTR1 agonist, whose call it bears; cell count; measured here: cell count, cytotoxicity flag
# NS5 inhibitors pilot replicate = also measured in NS5 inhibitors; calls as there; inhibition, %; measured here: pilot screen replicate inhibition
# Numbers without * were called inactive; i = inactive; u = inconclusive; x = not tested or not shown; & = joins results of further samples.
SMILES,GPR35 antagonists,AID2073,SV40 large T antigen,GPR55 antagonists,GPR55 activation,Rac1 GTP hydrolysis,NTR1 agonist,NTR1 agonist cell count 20 µM,NS5 inhibitors,Yfh1-depleted yeast,others
Cc1cc(-c2nnc(SCC(=O)Nc3ccc(S(N)(=O)=O)cc3)n2N)n[nH]1,-19%,-3%,-12%,4%,0.3%,8%,-0.3,66,-3%,x,
CC(NC(=O)C(C)N1CCN(Cc2ccccc2)CC1)c1ccc(F)cc1 (stereo not drawn),13%,9%,12%,4%,-0.1%,5%,0.1,46,-10%,x,
Cc1nn(Cc2ccccc2)c(C)c1C(=O)NCCN1C(=O)S/C(=C\c2ccccc2)C1=O,7%,-1%,5%,-8%,-0.1%,4%,5.1,74,4%,i,
O=C(Nc1ccccc1)c1cccc(N2C(=O)CCC2=O)c1,-7%,-3%,5%,2%,-0.1%,7%,1.0,63,3%,i,
COc1nccnc1NS(=O)(=O)c1ccc(NC(=S)NC(=O)c2ccc(F)cc2)cc1,14%,0%,15%,7%,0.2%,-3%,-2.4,78,3%,i,
Clc1cc(Br)ccc1OCCOCCN1CCOCC1,-6%,-6%,2%,-3%,0.2%,u,-0.9,41,10%,i,
Cc1cc(C)cc(OCC(=O)Nc2ccc3c4c(cccc24)CC3)c1,13%,9%,0%,11%,0.0%,6%,1.1,97,-16%,i,
CCOC(=O)c1cnc(SCC#N)nc1N,1%,-3%,6%,-1%,-0.1%,5%,1.4,70,-9%,i,
Cc1ccc(-n2ncc3c(=O)n(Cc4ccccn4)cnc32)cc1C,4%,8%,-1%,-1%,0.2%,1%,-2.4,71,4%,i,
COCCNC(=O)CCn1nc(-c2ccc(Cl)cc2)c2ccccc2c1=O,12%,5%,9%,0%,0.3%,12%,0.1,108,-1%,x,
COc1ccc(OC)c(CNC(=O)CCC(=O)N2Cc3ccccc3Oc3ncccc32)c1,-18%,6%,1%,-1%,-0.1%,8%,1.3,76,3%,x,
COc1cccc(C2C(C(N)=O)=C(C)Nc3nc(-c4ccccc4Cl)nn32)c1 (stereo not drawn),6%,3%,-2%,-6%,0.3%,9%,1.1,54,-2%,i,
Cc1nc2nc(CSc3nnc(C)s3)cc(=O)n2[nH]1,5%,-6%,4%,8%,0.6%,6%&1%,1.4,89,-2%&2%,i,
CN1CCN(C(CC(=O)Nc2cccc(O)c2)C(=O)O)CC1 (stereo not drawn),-4%,0%,0%,-12%,-0.2%,x,-1.5,47,x,i,
CC(C)(C)NC(=O)COC(=O)/C=C/c1ccc(F)cc1,10%,-3%,4%,-5%,-0.3%,6%,0.4,57,-7%,i,
O=C(Nc1ccc(Br)cc1)c1ccccc1CC[N+](=O)[O-],-12%,4%,5%,5%,-0.4%,4%,0.8,48,-5%,i,
O=C(NC1CCN(C(=S)NCc2ccco2)CC1)C12CC3CC(CC(C3)C1)C2,-9%,2%,10%,4%,0.1%,6%,-1.0,54,-1%,i,
CNC(=S)NNC(=O)c1cn(C)nc1C,0%,-5%,25%,7%,-0.9%,9%,-0.6,23,-6%,i,
CC1(C)C2CCC(C2)C1(C)NC(=O)CNCc1cccs1 (stereo not drawn),-3%,0%,6%,-7%,-0.2%,17%,2.7,66,1%,i,
COc1ccc(C=O)cc1Cn1ccnc1,-4%,2%,8%,9%,0.2%,4%,-1.4,28,0%,i,
Cn1nc(C(=O)N2CCCC2)c2ccccc2c1=O,21%,10%,1%,18%,-0.2%,8%,3.3,99,-1%,i,
CCCc1cc(C(=O)N2CCCC(Cc3cccc(Cl)c3)(C(=O)OCC)C2)n(C)n1 (stereo not drawn),11%,-2%,12%,6%,-0.2%,14%,6.1,60,-1%,x,
CCN(CC)C(=O)n1nc(C)c(CN2C(=O)c3ccccc3C2=O)c1C,x,x,x,x,x,7%,0.4,73,0%,i,
Cc1ccc(OCCOCCn2cnc3ccccc3c2=O)c([N+](=O)[O-])c1,-10%,2%,15%,-1%,0.6%,5%,4.8,73,5%,i,
CC1CCCCC1NC(=O)CCCCCn1c(=S)[nH]c2ccccc2c1=O (stereo not drawn),25%,-13%,6%,3%,0.6%,-2%,5.2,60,-1%,i,

# Ordered by molar mass (highest first): 3 of the compounds above.
SMILES,GPR35 antagonists,AID2073,SV40 large T antigen,GPR55 antagonists,GPR55 activation,Rac1 GTP hydrolysis,NTR1 agonist,NTR1 agonist cell count 20 µM,NS5 inhibitors,Yfh1-depleted yeast,others
CCCc1cc(C(=O)N2CCCC(Cc3cccc(Cl)c3)(C(=O)OCC)C2)n(C)n1 (stereo not drawn),11%,-2%,12%,6%,-0.2%,14%,6.1,60,-1%,x,
O=C(NC1CCN(C(=S)NCc2ccco2)CC1)C12CC3CC(CC(C3)C1)C2,-9%,2%,10%,4%,0.1%,6%,-1.0,54,-1%,i,
Cc1cc(C)cc(OCC(=O)Nc2ccc3c4c(cccc24)CC3)c1,13%,9%,0%,11%,0.0%,6%,1.1,97,-16%,i,

# Next compounds:
SMILES,GPR35 antagonists,AID2073,SV40 large T antigen,GPR55 antagonists,GPR55 activation,Rac1 GTP hydrolysis,NTR1 agonist,NTR1 agonist cell count 20 µM,NS5 inhibitors,Yfh1-depleted yeast,others
CC(C)(C)OC(=O)NCCCCCc1nnc(SCc2ccccc2F)o1,2%,-12%,6%,-10%,0.3%,15%,2.4,61,2%,i,
CCCOc1ccc(C(=O)NNC(=S)NC(=O)CC)cc1,19%,8%,18%,x,0.3%,5%,0.6,79,-5%,i,
N#C/C=C(/N)N1CCN(c2ccc(Cl)c(Cl)c2)CC1,9%,10%,4%,-7%,-0.3%,5%,2.8,54,-8%,i,
O=C(O)Cn1c(=O)c2c3c(sc2n(Cc2ccccc2F)c1=O)CCCC3,-12%,7%,7%,5%,-0.1%,x,-0.1,55,-12%,x,
COc1cc(OC)cc(C(=O)NCC2CCCN(C(=O)c3oc(C)cc3C)C2)c1 (stereo not drawn),-3%,20%,10%,11%,-0.1%,8%,0.2,54,-10%,x,
CCN(CC)CCNC(=O)c1ccc2c(c1NCCO)C(=O)c1ccccc1C2=O,15%,-17%,14%,-7%,0.0%,x,0.0,67,x,i,
Cn1c2c(c(=O)n(C)c1=O)C(NC(=O)C(C)(C)C)(C(F)(F)F)C(=O)N2 (stereo not drawn),22%,-7%,2%,4%,-0.1%,2%,0.2,54,-11%,i,
S=C(NCCc1ccccc1)N/N=C/c1ccc(Cl)cc1,8%,-7%,5%,-6%,-0.2%,10%,4.8,48,0%,i,
O=C(CCc1ccccc1)Nc1ccc(N2CCOCC2)c(Cl)c1,12%,-6%,5%,3%,0.0%,0%,0.8,54,-2%,i,
NC1=NC2(CCC(c3ccccc3)CC2)n2c(nc3ccccc32)N1 (stereo not drawn),18%,27%,-6%,18%,-0.1%,16%,17,40,13%,x,
Cc1ccc(S(=O)(=O)NCC2CCC(C(=O)NCCCN3CCOCC3)CC2)cc1 (stereo not drawn),8%,7%,4%,11%,0.3%,9%,-1.1,44,-8%,i,
CSCCC(NC(=O)c1ccccc1Br)C(=O)NCC(c1ccco1)N1CCCCC1 (stereo not drawn),x,x,6%,x,x,5%,2.8,55,1%,x,
COC(=O)c1cc(C(=O)OC)[nH]n1,6%,1%,2%,4%,0.3%,3%,1.1,89,1%,i,
COc1ccc(Br)cc1CN(C)C(=O)c1cnc(C)cn1,6%,9%,11%,-6%,0.0%,2%,-0.5,77,-5%,x,
O=S(=O)(c1ccc(F)cc1)N1CCC(c2nc3ccccc3[nH]2)CC1,6%,-14%,12%,0%,-0.1%,3%,-0.7,54,3%,x,
CC(=O)c1cccc(NC2c3ccccc3C(=O)N2Cc2ccc3c(c2)OCO3)c1 (stereo not drawn),-26%,5%,2%,10%,-0.1%,8%,2.1,51,-3%,i,
O=C(NNC(=O)c1ccncc1)c1ccncc1,0%,0%,10%,-7%,0.2%,-5%,2.2,60,1%,i,NS5 inhibitors pilot replicate=4.9
Nc1nnc(CC(=O)N/N=C/c2cccc(OCCOc3ccccc3)c2)s1,-4%,28%,8%,7%,-0.2%,9%,2.7,44,-10%,i,
COc1ccc(N(Cc2cc3cc(C)ccc3[nH]c2=O)C(C)=O)cc1,-17%,1%,26%,18%,-0.2%,15%,0.0,61,x,x,

# Molecules listed so far containing bromine:
SMILES,GPR35 antagonists,AID2073,SV40 large T antigen,GPR55 antagonists,GPR55 activation,Rac1 GTP hydrolysis,NTR1 agonist,NTR1 agonist cell count 20 µM,NS5 inhibitors,Yfh1-depleted yeast,others
Clc1cc(Br)ccc1OCCOCCN1CCOCC1,-6%,-6%,2%,-3%,0.2%,u,-0.9,41,10%,i,
O=C(Nc1ccc(Br)cc1)c1ccccc1CC[N+](=O)[O-],-12%,4%,5%,5%,-0.4%,4%,0.8,48,-5%,i,
CSCCC(NC(=O)c1ccccc1Br)C(=O)NCC(c1ccco1)N1CCCCC1 (stereo not drawn),x,x,6%,x,x,5%,2.8,55,1%,x,
COc1ccc(Br)cc1CN(C)C(=O)c1cnc(C)cn1,6%,9%,11%,-6%,0.0%,2%,-0.5,77,-5%,x,

# Entries shown so far that have a cyano group:
SMILES,GPR35 antagonists,AID2073,SV40 large T antigen,GPR55 antagonists,GPR55 activation,Rac1 GTP hydrolysis,NTR1 agonist,NTR1 agonist cell count 20 µM,NS5 inhibitors,Yfh1-depleted yeast,others
CCOC(=O)c1cnc(SCC#N)nc1N,1%,-3%,6%,-1%,-0.1%,5%,1.4,70,-9%,i,
N#C/C=C(/N)N1CCN(c2ccc(Cl)c(Cl)c2)CC1,9%,10%,4%,-7%,-0.3%,5%,2.8,54,-8%,i,

# High-throughput results from PubChem.
